Compound activity: PubChem BioAssay, National Center for Advancing Translational Sciences (NCATS)
Menin-MLL TR inh: inhibitors of human menin-MLL interaction, mutant MLL peptide; O00255; Menin + Texas Red MLL mutant peptide, fluorescence polarization; actives 0.23% (n = 270,000); Potency, µM (titrated, usually from 61.6 µM), for inactives: at the top dose FP activity change, negative = inhibition, usual class: inhibitors; active means well fitted inhibition curve with a large enough effect in the polarisation, with a control signal flat, not every such curve was filed as active; inconclusive means small, poorly fitted or top-dose-only effect, or effect the other way, or a change in a side signal; inactive means no such curve, though single readings can be large or run the other way; the % refers to the polarisation; further: potency means the concentration at half of the fitted maximal effect; % of control where 0% means no effect; many of its hits are not listed in these tables
Chronic BCR inh: blocks chronic active B-cell receptor signaling | ABC-DLBCL IkBa-CBG/CBR reporter, luminescence ratio, 4 h | Potency, µM (titrated, usually from 46.1 µM), for the others: at the highest dose ratio change, negative = lower green/red ratio, usual class: inhibitors | actives 0.05% (n = 340,000); active means well fitted inhibition curve with a large enough effect in the signal ratio, with a control signal flat, not every such curve was filed as active; inconclusive means small, poorly fitted or top-dose-only effect, or effect the other way, or a change in a side signal; the % refers to the signal ratio;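 further: potency means the concentration at half of the fitted maximal effect; plate controls were basal doxycycline-induced cells for no effect and cells given 10 µM MG132 for full effect; MG132 reads +100%, hits lower the ratio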
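TMD8 ABC-DLBCL cells carrying doxycycline-inducible green luciferase fused to IkappaBalpha plus unfused red luciferase were exposed to compounds (up to 46 uM) for 4 hrs at 37C. Activity came from the overlap-corrected green/red luminescence ratio.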
TSHR antagonist: antagonists of human thyroid stimulating hormone receptor; activity change, negative = inhibition, % at 11.5 µM; AID 504810; TSHR-expressing cells, TSH-stimulated cAMP HTRF, 2 h; hits give low values; actives 0.2% (n = 330,000);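 active means activity change below a set negative limit, meaning inhibition stronger than a set level, cut at about -70% in these data; inconclusive means activity change between two set negative limits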; further: on the % scale 0 is the no-effect control and ±100 the full control effect
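Cell-based HTRF cAMP assay; TSHR cells + compound, TSH EC80 (4nM final), 2 h, 37 deg C. Lysis with anti-cAMP cryptate and cAMP-d2, 30 min RT, read 665/620 nm.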
hERG WT inh: blocks the wildtype human KCNH2 potassium channel; U2OS, BacMam KCNH2, thallium flux FluxOr; hits give low values; activity change, % at 1.84 µM; AID 720551; actives 0.37% (n = 340,000); Q12809;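 active means maximum activity change below -70%; inconclusive means maximum activity change between -70% and -50%; inactive means maximum activity change above -50%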; further: on the % scale 0 is the no-effect control and ±100 the full control effect
Target sequence (Q12809 whole entry, looked up): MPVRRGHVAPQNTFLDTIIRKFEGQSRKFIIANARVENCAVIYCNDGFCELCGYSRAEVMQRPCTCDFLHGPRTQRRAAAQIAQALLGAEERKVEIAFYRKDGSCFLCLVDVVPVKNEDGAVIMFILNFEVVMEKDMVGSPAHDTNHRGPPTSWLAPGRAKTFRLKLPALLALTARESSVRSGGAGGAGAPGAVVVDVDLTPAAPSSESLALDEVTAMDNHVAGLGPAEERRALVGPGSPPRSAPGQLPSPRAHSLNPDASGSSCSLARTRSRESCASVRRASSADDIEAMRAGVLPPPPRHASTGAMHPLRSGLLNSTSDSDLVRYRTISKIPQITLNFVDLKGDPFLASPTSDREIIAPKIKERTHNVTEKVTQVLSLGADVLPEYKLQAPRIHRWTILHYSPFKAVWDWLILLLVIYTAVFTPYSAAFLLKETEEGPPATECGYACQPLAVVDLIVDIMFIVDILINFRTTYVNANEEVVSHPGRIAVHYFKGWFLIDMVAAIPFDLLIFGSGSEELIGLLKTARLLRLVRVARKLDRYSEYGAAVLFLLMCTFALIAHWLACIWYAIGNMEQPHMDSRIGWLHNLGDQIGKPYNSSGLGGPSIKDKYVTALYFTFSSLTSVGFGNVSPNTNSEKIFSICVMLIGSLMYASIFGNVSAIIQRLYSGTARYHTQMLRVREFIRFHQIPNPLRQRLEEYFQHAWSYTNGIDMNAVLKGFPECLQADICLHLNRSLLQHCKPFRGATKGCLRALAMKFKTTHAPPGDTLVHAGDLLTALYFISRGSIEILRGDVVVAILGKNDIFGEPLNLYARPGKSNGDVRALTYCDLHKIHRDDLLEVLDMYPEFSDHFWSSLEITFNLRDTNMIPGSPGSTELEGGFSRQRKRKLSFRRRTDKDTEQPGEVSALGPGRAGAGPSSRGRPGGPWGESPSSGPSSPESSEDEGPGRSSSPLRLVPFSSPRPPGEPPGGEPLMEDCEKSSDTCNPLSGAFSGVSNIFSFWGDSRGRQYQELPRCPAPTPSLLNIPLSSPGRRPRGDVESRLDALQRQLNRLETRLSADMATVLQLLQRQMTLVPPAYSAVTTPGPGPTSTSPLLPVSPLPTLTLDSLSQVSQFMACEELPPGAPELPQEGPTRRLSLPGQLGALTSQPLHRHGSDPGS
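U2OS cells transduced with wild-type KCNH2 virus are loaded with FluxOr dye for 45 min, and thallium flux is measured in kinetic reads before and after stimulation buffer. Rate constants are normalized to DMSO controls.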
USP2a inh: USP2a (human) protease inhibition | O75604 | USP2 core, Ub-CHOP2 coupled fluorogenic reporter, 485/531 | Potency, µM (top dose mostly 38.3 µM), without a hit: at the highest dose activity change, negative = inhibition, usual class: inhibitors | actives 0.01% (n = 330,000) | AID 463254;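 further: potency means the concentration at half of the fitted maximal effect; plate controls were DMSO wells for no effect and full inhibition by NEM control for full effect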
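Cell-free coupled assay: 10nM USP2 core preincubated 30min RT with compound in Tris-HCl pH 8.0/CaCl2/CHAPS buffer, then 25nM Ub-CHOP2 and 25nM reporter substrate; fluorescence (Ex 485/Em 531) read after 60min RT, normalized to NEM inhibition, concentration-response curves fitted.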
Mito fusion act: mitochondrial division inhibition or fusion activation. S. cerevisiae fusion-defective mutant growth rescue, CellTiterGlo 48 h. Potency, µM (top dose mostly 46.1 µM), for the others: at the top dose growth rescue (activation), actives largely listed as activators. actives 0.23% (n = 320,000). AID 485298;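 further: potency means the concentration at half of the fitted maximal effect; % of control where 0% means no effect; nearly all actives have a fitted effect of over 45% in size; temperature-sensitive fusion mutants such as fzo1-1 at 37 °C on non-fermentable ethanol glycerol medium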
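S. cerevisiae fusion-defective temperature-sensitive mutants (e.g. fzo1-1, mgm1-5) grown 48 h at 37C in YPEG (ethanol/glycerol non-fermentable) medium with 23 nl compound per well; growth rescue read as CellTiterGlo luminescence.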
ASM inhibitor: human S-ASM enzyme inhibition. placental ASM, HMU-PC fluorogenic substrate, 60 min. P17405. Potency, µM (doses to about 57.5 µM), for the others: at the top dose activity change, negative = inhibition, most hits filed as inhibitors. AID 504937. actives 0.006% (n = 340,000); further: potency means the concentration at half of the fitted maximal effect
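Fluorescence read-out (Ex 386 nm, Em 447 nm) after stopping the reaction at pH 10. Enzyme: ASM from human placenta; substrate HMU-PC0, 9 uM final; 60 min, 37 °C. Compound preincubation 10 min, ambient temperature.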
PKM2 act: increases activity of human pyruvate kinase M2 | P14618 | purified PKM2, Kinase-Glo ATP luminescence, activation; response scale: 0% is enzyme alone, no compound | Potency, µM (series often up to 57.5 µM), for inactives: at the top dose activation, actives largely listed as activators | actives 0.34% (n = 260,000); further: potency means the concentration at half of the fitted maximal effect; on the % scale 0 is the no-effect control and ±100 the full control effect; nearly all actives have a fitted effect of over 55% in size
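Purified hPK-M2 (>95% pure) converted ADP (0.1 mM final) to ATP with 0.5 mM PEP in 50 mM imidazole pH7.2, KCl, MgCl2, Tween 20, BSA; 1 h at room temperature. ATP detected by Kinase-Glo luminescence.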
Eya2 inh: blocks the phosphatase activity of human Eya2; actives 0.006% (n = 330,000); recombinant Eya2, OMFP fluorescence dephosphorylation (OMFP is methylfluorescein phosphate); Potency, µM (highest dose often 76.9 µM), inactives show at the highest dose activity, negative = inhibition, actives largely listed as inhibitors; further: potency means the concentration at half of the fitted maximal effect; on the % scale 0 is the no-effect control and ±100 the full control effect
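Eya2 protein (added as 0.2 uM solution) was preincubated with compound for 10 min at ambient temperature in 50 mM HEPES pH 7.5, 50 mM NaCl, 5 uM MgCl2, 0.05% BSA, 1 mM DTT. OMFP (added at 50 uM) then reacted 10 min; fluorescence read at 485/525 nm.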
MBNL1 CUG block: inhibitors of human MBNL1 binding to CUG repeat RNA. TR-FRET MBNL1-His/biotin-(CUG)12 binding, 665/545 ratio. Potency, µM (highest dose often 57.5 µM), for inactives: at the highest dose activity change, negative = inhibition, actives largely listed as inhibitors. actives 0.036% (n = 280,000). AID 2675. Q9NR56; active means well fitted inhibition curve with a large enough effect in the signal ratio, with a control signal flat, not every such curve was filed as active; inconclusive means small, poorly fitted or top-dose-only effect, or effect the other way, or a change in a side signal; inactive means no such curve, though single readings can be large or run the other way; the % refers to the signal ratio; further: potency means the concentration at half of the fitted maximal effect; on the % scale 0 is the no-effect control and ±100 the full control effect
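MBNL1-His + Biotin-(CUG)12, cpd titration 92 nM–58 uM; Tb anti-His Ab 0.055 ng/ul, SA-XL665 5 nM (final); 60 min RT; ratiometric 665/545 nm, Ex 340 nm; normalized to buffer and full-complex controls.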
GALK inhibitor: blocks human galactokinase activity. P51570. Purified GALK, Kinase-Glo residual ATP luminescence. Potency, µM (series often up to 57.5 µM), inactives show top-dose activity change, negative = inhibition, usual class: inhibitors. actives 0.007% (n = 270,000). AID 1868; further: potency means the concentration at half of the fitted maximal effect; on the % scale 0 is the no-effect control and ±100 the full control effect
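Quantitative HTS: GALK 5 nM, ATP 35 uM, galactose 100 uM, 1 h room temperature, then luciferase-based ATP detection.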
* hit, by the source's call; ? = inconclusive; nt = no result given; [ ] = another dose, or the depositor's remark. Unless noted, the call rests on the fitted dose curve; in most records, active means well fitted curve in the direction sought with a large enough effect; inconclusive means small, poorly fitted or top-dose-only effect, or another doubt; inactive means no such curve, though single readings can be large; an effect the other way counts as inactive or inconclusive.

SMILES	Menin-MLL TR inh	Chronic BCR inh	TSHR antagonist	hERG WT inh	USP2a inh	Mito fusion act	ASM inhibitor	PKM2 act	Eya2 inh	MBNL1 CUG block	GALK inhibitor
CCOC(=O)N1CCN(C(=O)CSc2ccc(C(=O)OC)cc2[N+](=O)[O-])CC1	10.1%	-2.9%	0.3	-7.9	3.0%	9.9%	-4.7%	nt	4.3%	?	-2.1%
Cc1ccnc(NC(=O)CC(c2ccccc2)c2ccccc2)n1	-1.3%	-0.6%	1.6	14.9	-0.3%	22.0%	7.2%	-6.8%	-8.0%	4.2%	-1.6%
COc1ccc2c(Cl)c(-c3nnc(SCC(=O)c4ccccc4)n3C)sc2c1	-9.9%	?	-16.9	1.3	3.6%	0.7%	-2.5%	0.3%	25.4%	-0.5%	-0.3%
OCCC1CN(C2CCN(c3ccccc3F)CC2)CCN1Cc1ccccc1 (stereo not drawn)	-19.1%	-11.0%	-5.1	21.4	1.1%	1.6%	-0.4%	1.6%	-1.7%	0.4%	-0.1%
CC(Oc1ccc2c3c(c(=O)oc2c1)CCCC3)C(=O)NCC1CCC(C(=O)O)CC1 (stereo not drawn)	-7.3%	-1.1%	-0.6	-11.0	0.8%	3.7%	0.7%	nt	-2.2%	6.6%	-4.6%
Cc1cc(=O)[nH]c(SCc2nc3ccccc3n2Cc2ccccc2)n1	-7.2%	0.5%	0.6	-15.5	0.7%	2.2%	28.6%	6.0%	9.6%	2.8%	-1.2%
O=C(COC(=O)Cc1ccccc1F)NC(=O)NC1CCCC1	nt	3.2%	nt	12.2	-1.1%	nt	0.2%	nt	2.5%	nt	nt
CCOC(=O)c1nc(NCCc2ccccc2)sc1C	-6.3%	?	13.9	-14.3	1.1%	19.6%	-5.2%	-3.3%	-8.9%	-2.1%	8.8%
COc1ccc(/C=N/c2c(-c3ccco3)nc3ccccn23)cc1OC	?	-0.6%	-5.8	-7.3	1.4%	-1.2%	346.5%[activator]	15.5%	-11.2%	?	0.0%
O=C1Nc2ccc([N+](=O)[O-])cc2OC1CCN1CCN(c2ccccc2)CC1 (stereo not drawn)	?	-3.6%	-3.3	-7.5	2.2%	3.6%	-12.1%	2.6%	-5.5%	?	5.4%
CCc1ccc(NC(=O)CS(=O)CC(=O)Nc2ccc(N3CCOCC3)cc2)cc1 (stereo not drawn)	4.7%	1.0%	4.6	-9.2	-0.7%	-4.4%	4.0%	0.1%	-3.0%	-4.4%	-0.8%
CC(C)=CC1C=C(C)C(C)C2C(=O)NNC(=O)C12 (stereo not drawn)	-0.4%	-5.8%	-24.6	-9.7	6.4%	3.7%	3.2%	4.5%	-12.1%	-0.3%	4.4%
CCn1c(=O)c(C(=O)NCc2cccnc2)c(O)c2ccccc21	-2.8%	-0.3%	-8.1	-4.2	-0.2%	5.6%	-3.2%	-0.9%	-4.6%	-6.1%	6.8%
CCC(=O)Nc1ccc(NC(=O)c2c(C)nc3ccccn23)cc1	-9.2%	?	1.8	-22.9	2.2%	-1.4%	0.4%	-0.3%	6.2%	-5.1%	0.4%
COc1ccc2oc(=O)c(C(=O)NCc3ccccc3)cc2c1	-4.5%	?	3.6	12.7	0.3%	0.7%	105.8%[activator]	2.5%	-4.7%	14.2%	-3.7%
COCCn1c(C)cc(C2=NNC(=NC(C)(C)C)SC2)c1C	-15.5%	-0.9%	15.8	-14.7	2.5%	-9.6%	-1.0%	-37.0%	8.8%	2.6%	-1.6%
O=C(CCC1COc2ccccc2O1)Nc1ccc(Cl)cn1 (stereo not drawn)	2.2%	?	-8.3	-0.8	3.5%	3.8%	-1.3%	-17.4%	13.0%	2.6%	-3.1%
Cc1sc2ncnc(N3CCC(C(=O)Nc4nc(-c5cccs5)cs4)CC3)c2c1C	nt	3.0%	-17.6	0.7	2.0%	?	?	nt	4.0%	nt	nt
O=C(COC(=O)c1cnccn1)c1cccc([N+](=O)[O-])c1	nt	0.9%	0.4	-4.6	2.3%	-0.2%	3.9%	0.8%	7.6%	?	-2.3%
CCCCCc1ccc(-c2ccc(/C=C/C(N)=O)cc2)nc1	-0.2%	?	-9.3	2.0	-1.7%	4.9%	-0.7%	-4.1%	-4.7%	?	-0.3%
COc1ccc(S(=O)(=O)c2nnn(-c3cccc(OC)c3)c2N)cc1	2.7%	2.9%	-8.7	-8.7	1.2%	-4.6%	0.6%	nt	10.3%	0.9%	-7.1%
Cc1ccccc1Nc1c(N)c(=O)oc2ccccc12	-17.6%	?	-1.5	3.3	-0.3%	-4.6%	-7.3%	0.1%	6.0%	14.6%	0.4%
Cc1ccc(O)c(C(=O)c2cnc3c(c2)CN(CCC(C)C)C(=O)N3)c1	2.5%	-9.0%	-4.4	34.2	0.1%	3.7%	39.1%[activator]	-2.7%	-4.4%	-4.5%	0.1%
Cc1cc(C)nc(NS(=O)(=O)c2ccc(-n3cccc3)cc2)n1	31.7%[activator]	-5.2%	0.0	-1.1	2.5%	-4.3%	1.8%	6.0%	13.3%	-3.2%	-3.4%
Cc1cccc2c1N(CCCOc1ccccc1)C(=O)C2=O	-6.3%	11.8%	10.9	1.4	-0.1%	3.7%	-7.2%	3.0%	0.4%	?	-7.7%
COc1cccc2sc(N3CCN(c4nc5ccccc5s4)CC3)nc12	2.1%	?	7.2	4.9	5.4%	4.6%	3.1%	4.5%	-16.0%	-2.6%	-0.6%
Cc1ccc2cc(C3C(C#N)=C(N)Oc4c3ccc3cccnc43)c(=O)[nH]c2c1 (stereo not drawn)	?	1.4%	6.0	-1.8	-13.5%	6.5%	0.0%	?	12.7%	?	1.9%
C/C(=C\C(=O)C(F)(F)F)Nc1ccc(C(F)(F)F)cc1	1.6%	5.2%	4.0	3.5	1.9%	-4.2%	-0.7%	-4.0%	14.6%	-5.1%	0.8%
CC1CCCC(N2CCN(S(=O)(=O)c3ccccc3)CC2)C1 (stereo not drawn)	-13.4%	5.3%	-108.0*	21.7	1.3%	2.5%	-1.7%	nt	-1.2%	-2.2%	-2.6%
CSCCC(Nc1nc2ccccc2s1)C(=O)O (stereo not drawn)	17.8%	-0.1%	-0.4	-11.8	-1.0%	-6.6%	3.8%	-0.8%	6.5%	5.8%	2.0%
COc1ccc(CCNC(=O)CSc2nnc(Cn3c(=O)sc4ccccc43)n2C)cc1OC	?	4.6%	20.1	-6.2	2.0%	-4.3%	1.6%	-8.0%	16.4%	-7.0%	-0.1%
COc1ccc(C2CC(Cn3cc(C#N)c(=O)n(C)c3=O)ON2C)cc1 (stereo not drawn)	2.2%	-16.5%	-1.2	-1.8	0.5%	15.0%	1.3%	2.0%	-23.0%	-5.1%	1.0%
O=C(Nc1nnc(-c2cc(Cl)ccc2Cl)o1)C1=COCCO1	nt	3.5%	13.2	2.0	-5.7%	11.9%	-1.9%	nt	7.4%	nt	nt
Cc1cccc(NC(=O)CCS(=O)(=O)c2ccccc2)n1	-5.2%	10.2%	6.2	-6.1	0.8%	3.2%	2.0%	-3.0%	-5.3%	-3.3%	15.8%
CCOC(=O)c1ccc(CSc2n[nH]c(C)n2)o1	3.8%	1.1%	5.9	4.1	4.2%	3.2%	1.0%	8.1%	20.4%	-3.1%	3.3%
Cc1n[nH]c(C)c1S(=O)(=O)N1CCC(C(=O)Nc2cccc(F)c2)CC1	6.3%	6.0%	39.9	8.2	0.6%	5.1%	-1.7%	nt	5.3%	-6.2%	5.5%
O=C(Nc1ccc(-c2nc3ccccc3o2)cc1)C1CCCO1 (stereo not drawn)	-12.3%	?	-9.3	9.8	-3.8%	8.3%	-0.2%	-24.3%	3.6%	7.2%	2.2%
Nc1ccn(Cc2cccc(F)c2)n1	-8.1%	4.1%	-7.3	-2.0	9.2%	-3.3%	7.5%	-1.2%	-6.4%	22.4%	1.5%
Cc1cc(Cl)ccc1C1=CC(=O)C[C@H](c2ccc(F)cc2)C1	nt	?	-40.1	-1.2	-0.7%	?	-3.6%	nt	0.8%	nt	nt

This is a subset; count on the stated rates, not on these rows.
